# Screening results deposited in PubChem by National Center for Advancing Translational Sciences (NCATS).
# S3 lipid droplet: qHTS Assay for Lipid Storage Modulators in Drosophila S3 Cells; AID 2685, 2010; Drosophila S3 cells, BODIPY lipid droplet fluorescence, 18-24 h; cells fed with added oleic acid; 320,000 compounds, 0.64% hits; lipid storage change, negative = inhibition, % at the top dose, mostly 46.1 µM; hits show Potency in µM; active = well fitted inhibition curve with a large enough effect in the signal ratio, with a control signal flat, not every such curve was filed as active; inconclusive = small, poorly fitted or top-dose-only effect, or effect the other way, or a change in a side signal; the % refers to the signal ratio
#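 Drosophila S3 cells loaded with oleic acid (400 uM, as added) and compounds at several concentrations; lipid droplets imaged by 488-nm laser-scanning cytometry, 500–530 nm intensity and object ratio to cell channel. Percent activity normalized to 20 uM Triacsin C.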
# S3 lipid droplet cell count max: recorded beside S3 lipid droplet, whose call it bears; cell number change, %; measured here: cell count max response;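 cells counted by Cell Tracker Red CMTPX staining in the red channel; peak over a dose series mostly up to 46.1 µM; percent activity relative to internal control wells on each plate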
# Active calls of the source: *; i = inactive; ? = inconclusive; . = not tested or not shown. % is scaled to controls: 0 for no effect and ±100 for the full control effect; potency is read from the fitted curve at half-maximal effect. Some of the compounds tested; count on the stated rates, not on these rows.
SMILES,S3 lipid droplet,S3 lipid droplet cell count max
O=CN1CCN(C(=O)Cc2ccc([N+](=O)[O-])cc2)CC1,?,.
COc1ccc(OC)c(NC(=O)CCN2CCN(C/C=C/c3ccccc3)CC2)c1,8.2%,14.6
Cc1noc(C)c1CS(=O)(=O)c1ccc([N+](=O)[O-])cc1,-3.9%,2.6
NC(=O)c1c(NC(=O)COC(=O)c2ccc(S(=O)(=O)Nc3ccccc3)cc2)sc2c1CCCC2,?,.
Cc1ccccc1NS(=O)(=O)c1ccc(-c2ccc(=O)[nH]n2)o1,?,.
COc1cccc(S(=O)(=O)Nc2noc3ccccc23)c1,2.7%,3.1
CC(C)C(=O)Nc1c(-c2cccs2)c(=O)c2ccccc2n1C,?,.
CCOC(=O)c1c(-c2ccccc2)csc1NC(=O)c1cc2ccccc2oc1=O,9.0%,-1.0
O=C1c2ccccc2C(O)(Cc2ccccc2)N1c1ccc2c(c1)OCO2 (centres undefined),?,.
Cc1c([N+](=O)[O-])c(C(=O)N2CCCC2)nn1C,1.2%,-12.4
CCOC(=O)c1c(-c2ccc(Cl)cc2)cn2ccccc12,i,-4.0
CCn1c2ccccc2c2nnc(SCC(=O)Nc3c(C)n(C)n(-c4ccccc4)c3=O)nc21,-25.2%,-1.8
O=C(Cc1ccccc1)Nc1nc2ccccc2s1,-4.4%,-15.5
NC(=O)CN1N=C(c2cc(Cl)sc2Cl)CSC1=O,-3.9%,-19.0
O=C(NN1C(=O)c2ccccc2NC1c1ccc([N+](=O)[O-])o1)c1ccccc1 (centres undefined),8.0%,12.4
Cc1ccc(NC(=O)CN(c2ccc3c(c2)OCO3)S(=O)(=O)c2c(C)n[nH]c2C)cc1,-2.6%,-2.5
COc1ccc(-c2nnn(Cc3nc(N)nc(N4CCCCC4)n3)n2)cc1,?,.
O=C(C1=C[C@H](c2ccc(Br)cc2)C[C@H](OCc2ccc(CO)cc2)O1)N1CCN(Cc2ccc3c(c2)OCO3)CC1,i,-9.8
Cn1c(=O)c2[nH]c(Nc3ccccc3)nc2n(C)c1=O,?,.
COc1ccc(-c2ccc([C@H]3[C@H]4C=CC[C@@H](C)[C@@H]4C(=O)N3Cc3ccccc3)c(F)c2)cc1OC,16.6%,-5.7
FC(F)Oc1ccc(NC(=S)NC2CCSc3ccccc32)cc1 (centres undefined),?,.
COc1ccccc1N1CCN(C(=O)C(=O)c2c(C)n(C)c3ccccc23)CC1,?,.
Cc1cccn2c(=O)nc(SCC(=O)NC3CCCC3)nc12,?,.
Cc1cc(C)c2c(c1)c(C)cc1nnc(SCC(=O)NCc3ccco3)n12,i,6.3
Cc1ccc(S(=O)(=O)NCC2(c3ccccc3)CCOCC2)cc1,-3.7%,15.7
CCCCSC1=C(C#N)C(c2ccccc2C)C(C(=O)OCC)C(=O)N1 (centres undefined),-20.6%,0.1
O=C(O)CCc1ccc(S(=O)(=O)Nc2ccc(OCc3ccccc3)cc2)cc1,?,.
CCN1CCN(C(=O)CNC(=O)c2nn(-c3ccc(OC)cc3)c(=O)c3ccccc23)CC1,i,8.1
Cc1c(/C=N/NC(=O)CNc2ccccc2)c2ccccn2c1C(=O)c1ccccc1,9.3%,1.3
COc1ccc(-c2noc(CSc3ccccc3)n2)cc1OC,?,.

# Quoted at random: 4 entries already listed, in no set order.
SMILES,S3 lipid droplet,S3 lipid droplet cell count max
Cc1ccc(NC(=O)CN(c2ccc3c(c2)OCO3)S(=O)(=O)c2c(C)n[nH]c2C)cc1,-2.6%,-2.5
O=C(C1=C[C@H](c2ccc(Br)cc2)C[C@H](OCc2ccc(CO)cc2)O1)N1CCN(Cc2ccc3c(c2)OCO3)CC1,i,-9.8
O=C(O)CCc1ccc(S(=O)(=O)Nc2ccc(OCc3ccccc3)cc2)cc1,?,.
CCCCSC1=C(C#N)C(c2ccccc2C)C(C(=O)OCC)C(=O)N1 (centres undefined),-20.6%,0.1

# The listing continues.
SMILES,S3 lipid droplet,S3 lipid droplet cell count max
CCC(C)NCC(=O)Nc1ccc(-c2nc3cc(NC(=O)CNC(C)CC)ccc3o2)cc1 (centres undefined),?,.
Clc1ccc(-c2nnc(-c3ccco3)nc2N2CCCCC2)cc1,?,.
Cc1cc(Nc2ccccc2)nn1C(=O)c1ccc(Br)cc1,i,-26.5
COC(=O)c1ccc(-n2nnnc2SCC(=O)Nc2ccccc2OC)cc1,?,.
O=C(NCc1ccccn1)C(=O)NCc1ccccn1,?,.
COc1ccc(C(=O)N2CCN(c3cccc(Cl)c3)CC2)c(OC)c1,i,.
CC(C)CSc1ncc(-c2cccc(C(F)(F)F)c2)cn1,8.9%,-3.7
C/C(=N\NC(=O)c1cc(-c2cccc([N+](=O)[O-])c2)n[nH]1)c1ccc(F)cc1,10.3%,.
O=C(N/N=C/c1c[nH]c2ccc(Br)cc12)c1ccn(Cc2ccc(Cl)cc2Cl)n1,5.6%,-15.2
Cc1cccc(/C(N)=N/OC(=O)Cc2cccc3ccccc23)c1,?,.
COc1ccc(CNC(=O)CN2C(=O)COc3ccc(S(=O)(=O)N4CCCC4)cc32)cc1,i,.
COc1ccc(CN2CCC(N(CCc3ccccc3)Cc3ccccc3)CC2)c(OC)c1,?,.
Cc1ccc(-c2nn(-c3ccccc3)cc2/C=C/C(=O)Nc2cccc(S(N)(=O)=O)c2)cc1,?,.
Cc1cc(NCCCN(C)C)n2nc(-c3cccs3)cc2n1,-2.8%,0.3
COc1cc(NS(=O)(=O)c2ccc(NC(=S)Nc3ccccc3)cc2)nc(OC)n1,i,21.6
COc1ccc(CNC(=O)C(C)OC(=O)c2cccs2)cc1 (centres undefined),?,.
CCC(C)[C@H](NC(=O)OC(C)(C)C)C(=O)N/N=C/c1cccc2nccnc12 (some centres undefined),?,.
O=C(Nc1ccccc1N1CCCCC1)c1ccc2nccnc2c1,24.2%,2.8
CCc1cccc(C)c1NC(=O)CCCN1C(=O)CN(C)C1=O,-27.7%,-0.5
COc1ccc(OC)c(/C=C/C(=O)NCCc2nc3ccccc3[nH]2)c1,-16.4%,-6.4
CC(=O)N1c2ccc(S(=O)(=O)N(C)Cc3ccccc3)cc2CC1C (centres undefined),?,.
O=C(/C=C/c1ccc2c(c1)OCO2)N1CCN(c2ccccc2F)CC1,?,.
C=CCC1c2cccc(C(=O)OC)c2C(=O)N1c1ccccc1 (centres undefined),-5.4%,-4.3
Cc1cc(C)n2cc(CSc3nnc(SCc4cn5c(C)cc(C)nc5n4)s3)nc2n1,?,.
NC(=NCCCCCCN=C(N)/N=C(\N)Nc1ccc(Cl)cc1)/N=C(\N)Nc1ccc(Cl)cc1,?,.
Cc1nc(CCNC(=O)CC2C(=O)NCCN2CC(C)C)nc2c1CCC2 (centres undefined),5.1%,.
O=C(NCc1ccncc1)/C(=N/O)c1ccccc1,4.4%,2.3
O=S(=O)(N/N=C\c1ccc2c(c1)OCO2)c1ccccc1,23.3%,-6.2
COCCSc1ccccc1C(=O)N1CCN(Cc2ccccc2)CC1,-4.5%,-0.4
CC(C(=O)N1CCc2ccccc21)N1CCN(S(=O)(=O)c2cccc(C(F)(F)F)c2)CC1 (centres undefined),?,.
CCc1nnc(NC(=O)CCN2C(=O)c3ccccc3C2=O)s1,?,.
Cc1ccc(-c2cc(C(=O)Nc3ccc(S(=O)(=O)N4CC(C)OC(C)C4)cc3)[nH]n2)c(O)c1 (centres undefined),?,.
O=C(CS(=O)(=O)Cc1ccccc1)NCc1ccccc1Cl,?,.
CNC(=O)OCc1cccc(COC(=O)NC)n1,?,.
COc1ccccc1NC(=O)c1cc(S(=O)(=O)N2CCc3ccccc32)ccc1F,?,.
CCOC(=O)Nc1ccc(S(=O)(=O)Nc2cc(C)on2)cc1,i,.
COc1cccc(N2CCN(c3nc(-c4ccccc4C)cc(=O)[nH]3)CC2)c1,i,-11.8
CC(C)Cc1nn2c(N)c(/C=C3\C=Nc4ccccc43)c(=O)nc2s1,?,.
Fc1cccc(CN2CCC(Cc3ccccc3)CC2)c1,20.6%,6.5
Cc1nnc(N2C(=O)C(O)=C(C(=O)c3ccco3)C2c2ccc(C(C)(C)C)cc2)s1 (centres undefined),-4.7%,-23.2
CCOC(=O)CNC(=O)C1c2ccccc2Oc2ccccc21,13.0%,1.0
CC(C)CCn1c(N2CCN(c3cccc(Cl)c3)CC2)nc2c1c(=O)[nH]c(=O)n2C,7.0%,2.0
COc1ccccc1N1CCN(C2CCCN(Cc3c(F)cccc3F)C2)CC1 (centres undefined),2.2%,0.5
CC(=O)C(N=Nc1ccccc1)(Sc1nnc(-c2ccccc2)n1-c1ccccc1)C(=O)Nc1ccccc1 (centres undefined),?,.
O=C(O)c1ccc(Cn2c(=S)[nH]c3cc(Cl)ccc3c2=O)cc1,?,.
NC(=O)c1ccccc1C[C@H](C(=O)O)N1C(=O)c2ccc(C(=O)O)cc2C1=O,1.4%,16.8
COC(=O)CSc1nnc(-c2ccc(S(=O)(=O)N3CCCCC3)cc2)o1,?,.
Cc1cccc(N(C(=O)Cc2cccs2)C(C(=O)NCc2ccco2)c2ccncc2)c1 (centres undefined),?,.
CCc1ccc(C(C(=O)NC2CCCCC2)N(C(=O)c2csnn2)C2CC2)cc1 (centres undefined),i,-21.9
COc1ccc(N2CC(NC(=O)c3ccc4ccccc4c3)CC2=O)cc1OC (centres undefined),?,.
Cc1cccc(Oc2ncnc3onc(C)c23)c1,?,.
Brc1ccc(-c2cn3c(n2)SCC3)cc1,-2.9%,-0.5
Cc1ccc(S(=O)(=O)NNC(=O)C2COc3ccccc3O2)cc1 (centres undefined),5.9%,20.8
COCCn1c(C)cc(C(=O)COC(=O)c2ccc(Br)o2)c1C,9.1%,10.1
O=C(Cn1c(=O)oc2ccccc21)Nc1ccccc1N1CCOCC1,12.6%,10.4
Cc1ccc(S(=O)(=O)Cc2ccc(C(=O)N3CCC(C)CC3)cc2)cc1,-4.5%,1.5
Cc1cccc(/N=C/c2c(O)[nH]c3ccccc23)n1,?,.
COc1ccccc1NC(=O)C1C2C=CC(O2)C1C(=O)O (centres undefined),?,.
Fc1ccc(C2=CC(c3ccc(Br)o3)n3ncnc3N2)cc1 (centres undefined),?,.
CCOC(=O)c1cnc(SC)nc1Oc1cccc(NS(=O)(=O)c2ccc(C)cc2)c1,?,.
# Remaining list, next part.
SMILES,S3 lipid droplet,S3 lipid droplet cell count max
CCn1nc(C)cc1C(=O)N1CCCC(N(C)CCc2ccc(OC)c(OC)c2)C1 (centres undefined),i,.
O=C(NCc1ccncc1)c1cccc(NS(=O)(=O)c2ccc(F)c(F)c2)c1,?,.
COc1cc(C(=O)c2c(C)c(CCC#N)n3ccccc23)cc(OC)c1OC,?,.
CCOc1ccc(N2CC(C(=O)Oc3ccccc3)CC2=O)cc1 (centres undefined),2.8%,1.8
CCOc1ccc(NC(=O)Cn2cc(C(=O)CC)c3ccccc32)cc1,8.7%,13.5
O=C(O)C1CCN(C(=O)CSc2nc3ccccc3s2)CC1,?,.
N#CC[C@H](Cc1ccccc1)N1CCN(CCc2ccccc2)CCC1=O,1.3%,16.8
COc1ccccc1Nc1ncc(C(=O)Nc2ccc(OC)c(OC)c2)c2ccccc12,-3.1%,.
CC(C)OCCCn1c(=O)c2ccccc2n2c(CCC(=O)O)nnc12,1.6%,5.3
Cc1ccc(NC(=O)c2cnn(-c3ccccc3)c2NC(=O)c2ccco2)cc1,?,.
CC(/C=N/n1c(-c2cc(C)[nH]n2)n[nH]c1=S)=C\c1ccco1,2.9%,16.9
CCOc1ccc(/C=C2\SC(=O)N(CCNC(=O)CN3C(=O)NC4(CCCC4)C3=O)C2=O)cc1OC,-3.6%,-17.0
COc1ccc(CCC(C)N(C)Cc2ccccc2)cc1 (centres undefined),?,.
Cc1nn(C(=O)c2cccnc2)c(C)c1Sc1ccccc1,i,.
O=C(Cc1ccccc1)Nc1ccc(Cl)cn1,?,.
CCOc1ccc(C(=O)c2cc3ccc(O)cc3oc2=O)cc1,0.7%,18.5
CC(C)CC(NS(=O)(=O)c1ccc2[nH]c(=O)c(=O)[nH]c2c1)C(=O)O (centres undefined),?,.
O=C1NCCCN1Cc1ccc(F)cc1,?,.
CCC(C)c1ccccc1N1CC(C(=O)Nc2cccc(S(=O)(=O)N3CCOCC3)c2)CC1=O (centres undefined),?,.
Cc1cccc(NC(=O)Cc2cccs2)n1,8.1%,-17.5
N=C(N)SCP(=O)(c1ccccc1)c1ccccc1,?,.
O=C(C1CCCN1S(=O)(=O)c1ccc(Cl)cc1)N1CCOCC1 (centres undefined),?,.
CCCn1c(N)c(CC)c(=O)[nH]c1=O,?,.
COc1cccc(CN2CCSCC2)c1,-2.9%,8.6
C=CCn1c(SCC(=O)Nc2ccccc2F)nnc1C(C)NC(=O)c1ccccc1F (centres undefined),5.3%,21.7
CS(=O)(=O)N(Cc1ccccc1)c1ccc(C(=O)N2CCc3ccccc3C2)cc1,-15.5%,13.2
O=C(Nc1nc2ccc(S(=O)(=O)N3CCCCC3)cc2s1)c1cccnc1,?,.

# Some of the entries so far, tab-delimited.
molecule	S3 lipid droplet	S3 lipid droplet cell count max
COC(=O)c1ccc(-n2nnnc2SCC(=O)Nc2ccccc2OC)cc1	?	.
N=C(N)SCP(=O)(c1ccccc1)c1ccccc1	?	.
CCc1ccc(C(C(=O)NC2CCCCC2)N(C(=O)c2csnn2)C2CC2)cc1 (centres undefined)	i	-21.9
COC(=O)CSc1nnc(-c2ccc(S(=O)(=O)N3CCCCC3)cc2)o1	?	.
CC(C)OCCCn1c(=O)c2ccccc2n2c(CCC(=O)O)nnc12	1.6%	5.3
